# Lipid storage S3: qHTS Assay for Lipid Storage Modulators in Drosophila S3 Cells. Drosophila S3 cells, BODIPY lipid droplet fluorescence, 18-24 h; cells fed with added oleic acid. Potency in µM for hits, for the others lipid storage change, negative = inhibition, % at the top dose, mostly 46.1 µM. hit rate 0.64% among 320,000. AID 2685, 2010; active = well fitted inhibition curve with a large enough effect in the signal ratio, with a control signal flat, not every such curve was filed as active; inconclusive = small, poorly fitted or top-dose-only effect, or effect the other way, or a change in a side signal; the % refers to the signal ratio
#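 Drosophila S3 cells got compounds at several concentrations plus oleic acid (400 uM solution). Laser-scanning cytometry with 488 nm excitation read lipid droplets at 500-530 nm and cells at 575-640 nm. Percent activity was relative to 20 uM Triacsin C.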
# Lipid storage S3 cell count max: further read-out of Lipid storage S3, marked with its call; cell number change, %; measured here: cell count max response;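 cells counted by Cell Tracker Red CMTPX staining in the red channel; peak over a dose series mostly up to 46.1 µM; percent activity relative to internal control wells on each plate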
# * = called active by the depositor; i = inactive; u = inconclusive; x = no result given. % is set by controls: 0 for no effect and ±100 for the full control effect; potency is the fitted concentration of half-maximal effect. This is a subset, so the mix of outcomes need not match the whole.
# Every second line gives: Lipid storage S3	Lipid storage S3 cell count max
CCOC(CNC(=O)c1ccc2nc(N3CCC(C)CC3)sc2c1)OCC
→ u	x
CCOC(=O)CN1C(=O)C(=O)N(Cc2c(C)cc(C)cc2C)C1=O
→ 0%	4
CSCC[C@H](N)C(=O)N1CCC(C(=O)N[C@H](C)C(=O)Nc2ccc(C(C)C)cc2)CC1
→ 10%	13
COc1ccc(C(=O)c2c[nH]c(C(=O)NCC3CCCO3)c2)cc1 (configuration not stated)
→ u	x
Cc1cccc(NC(=O)CN2CCN(C(=O)c3ccc(OCc4cn5ccccc5n4)cc3)CC2)c1C
→ 17%	-2
O=C(N/N=C/c1ccc(N2CCOCC2)cc1)c1cccs1
→ u	x
CCCCC(CC)CNC(=O)c1ccc2c(c1)OCO2 (configuration not stated)
→ u	x
CC(=O)N(C)c1ccc(NC(=O)c2ccc([N+](=O)[O-])cc2Cl)cc1
→ i	1
CC(Sc1nncs1)C(=O)Nc1ccc(Cl)cn1 (configuration not stated)
→ u	x
COc1ccccc1N(CN1CCCC1=O)C(=O)c1c(F)cccc1F
→ u	x
COc1cccc(NC(=O)C(=O)c2cn(CC(=O)N3CCOCC3)c3ccccc23)c1
→ u	x
COc1ccc(OC)c(N2C(=O)CC(Cc3ccc(Cl)cc3)C2=O)c1 (configuration not stated)
→ -1%	-13
CS(=O)(=O)N(CC(=O)NCCSc1ccc(Cl)cc1)c1ccc2c(c1)OCO2
→ i	x
COc1ccc(NC(=O)c2ccc(CNS(=O)(=O)c3cccc(OC)c3)cc2)cc1
→ u	x
COc1ccccc1/C=N\NC(=O)c1c(C)nc2ccc(Cl)cn12
→ i	x

# Profiles, looked up by structure.
# CC(=O)N(C)c1ccc(NC(=O)c2ccc([N+](=O)[O-])cc2Cl)cc1 across the screens: Lipid storage S3: i; Lipid storage S3 cell count max: 1
# COc1ccccc1N(CN1CCCC1=O)C(=O)c1c(F)cccc1F across the screens: Lipid storage S3: u; Lipid storage S3 cell count max: x

# Next part.
# Every second line gives: Lipid storage S3	Lipid storage S3 cell count max
CC(C)CNC(=O)c1cc(-c2ccco2)on1
→ -5%	5
Cc1cc(C)cc(NS(=O)(=O)c2ccc3[nH]c(=O)[nH]c3c2)c1
→ u	x
Cc1ccc(C(=O)O/N=C(\N)c2ccccn2)cc1
→ i	8
Cc1c(C(=O)NC2CCN(Cc3ccccc3)C2)oc2c(Cl)cccc12 (configuration not stated)
→ u	x
O=S(=O)(NCCC1=CCCCC1)c1cccc(S(=O)(=O)N2CCOCC2)c1
→ u	x
Cc1oc2c(c1C(=O)c1ccccc1)C(=O)C(=O)c1ccccc1-2
→ u	x
COC(=O)c1ccccc1NC(=O)Nc1c(C)n(C)n(-c2ccccc2)c1=O
→ u	x
O=C(/C=C/c1ccc(Cl)c(C(F)(F)F)c1)N1CCN(c2ccccn2)CC1
→ u	x
COc1ccc(N(C(=O)c2ccncc2)S(=O)(=O)c2cccc([N+](=O)[O-])c2)cc1
→ u	x
COc1ccccc1NS(=O)(=O)c1ccc(C(=O)N2CCCCCCC2)cc1
→ u	x
O=C(COc1ccc2ccccc2c1)N1CCN(C(=O)c2cccnc2)CC1
→ 3%	4
CCOC(=O)C1=C(C)Nc2ccc(C)cc2S1
→ -25%	-19
Cc1cc(NC(=O)CCCSc2nc(-c3ccco3)cc(C(F)(F)F)n2)n(-c2ccccc2)n1
→ -10%	-13
N#CN=C1CCCCCN1CC(N)=O
→ 0.73µM*	-11*
COC1C(C)=C(C)C(=O)N1Cc1ccccc1 (configuration not stated)
→ u	x
COc1ccc(CC(=O)OCc2nnc(C3COc4ccccc4O3)o2)cc1OC (configuration not stated)
→ u	x
O=C(NCc1ccncc1)C1CCCCC1
→ u	x
Cc1ccc(S(=O)(=O)N2CCCN(c3nccc(C(F)(F)F)n3)CC2)cc1
→ 30%	x
Cc1oc(-c2ccccc2)nc1C(=O)OCC(=O)NC(C)c1ccccc1 (configuration not stated)
→ -17%	-10
O=C(NCc1nnc(SCC(=O)N2CCOCC2)o1)c1cccs1
→ -12%	-11
CCOC(=O)c1ccc(N=Nc2c(C)c(C#N)c(O)[nH]c2=O)cc1
→ u	x
CCc1noc(C)c1C(=O)Nc1nnc(C(CC)CC)s1
→ i	-6
CCCCC#Cc1cncc(C(=O)N/N=C/c2cccc(OC)c2)c1
→ 6%	19
Cc1ccc(Cn2c(N/N=C/c3ccncc3)nc3c2c(=O)n(C)c(=O)n3C)cc1
→ -8%	-15
CC1=C(C(=O)OC(C)C)C(c2cccnc2)C2=C(CCCC2=O)N1 (configuration not stated)
→ 11%	x
C/C(=N\NC(=O)c1ccc2c(c1)OCO2)c1ccco1
→ u	x
CC(Oc1ccc(Br)cc1Br)C(=O)NC1CCCC1 (configuration not stated)
→ 9%	x
COc1ccc(S(=O)(=O)N2CCC(N3CCN(c4ccccc4OC)CC3)CC2)cc1
→ 0%	11
COCC1CCCCN1C(=O)CCCn1nnnc1CN1CCC(C)CC1 (configuration not stated)
→ u	x
O=C(CN1CCCCCC1)N1c2ccccc2Sc2ccc(C(F)(F)F)cc21
→ -2%	-16
Cc1ccc(-n2nc3c(c2NC(=O)C2CC2)CS(=O)(=O)C3)cc1
→ 1%	-1
C=CCN=c1scc(-c2ccco2)n1/N=C/c1ccc(O)c(O)c1O
→ u	x
CCOC(=O)C1=C(O)/C(=C\c2ccc(CNC(=O)C(=O)Nc3ccc(C)c(C)c3)o2)N=C1C
→ 6%	-2
COc1ccc(-n2c(Cc3cccn3C)nnc2SCC(=O)Nc2nc(C)cs2)cc1
→ 21%	9
C/C(=N\NC(=O)c1cc(C)oc1C)c1ccc2ccccc2c1
→ 9%	19
COc1ccc2no[n+]([O-])c2c1
→ u	x
CC1=C/C(=N\NC(=O)c2ccccc2)CC1
→ u	x
c1ccc(-c2nc(NCc3cccnc3)c3ccccc3n2)cc1
→ u	x
Cc1ccc(C)c(S(=O)(=O)N2CCCC2CNC(=O)C(=O)NCc2cccs2)c1 (configuration not stated)
→ u	x
COc1ccc(CC(=O)N2CC(=O)N(CCc3ccccc3)C(=O)C2)cc1
→ -4%	1
N/C(=N\OC(=O)CCCOc1ccccc1)c1ccncc1
→ u	x
COc1ccc(S(=O)(=O)NC2(C(F)(F)F)NC(=O)N(CCc3ccc(OC)c(OC)c3)C2=O)cc1 (configuration not stated)
→ i	13
CN1CCCC(OC(=O)c2cccc(Br)c2)C1 (configuration not stated)
→ u	x
Cn1cnc([N+](=O)[O-])c1Sc1ncnc2nc[nH]c12
→ 10%	0
COC(=O)Cn1cc(C(=O)OC)cc(Br)c1=O
→ u	x

# Molecules above with bromine (three):
# Every second line gives: Lipid storage S3	Lipid storage S3 cell count max
CC(Oc1ccc(Br)cc1Br)C(=O)NC1CCCC1 (configuration not stated)
→ 9%	x
CN1CCCC(OC(=O)c2cccc(Br)c2)C1 (configuration not stated)
→ u	x
COC(=O)Cn1cc(C(=O)OC)cc(Br)c1=O
→ u	x

# Gathered by group: those above with a cyano group
# Every second line gives: Lipid storage S3	Lipid storage S3 cell count max
N#CN=C1CCCCCN1CC(N)=O
→ 0.73µM*	-11*
CCOC(=O)c1ccc(N=Nc2c(C)c(C#N)c(O)[nH]c2=O)cc1
→ u	x

# (next part)
# Every second line gives: Lipid storage S3	Lipid storage S3 cell count max
O=C(CCc1cccc(Cl)c1)N1CCCC(Nc2ccccc2)C1 (configuration not stated)
→ i	-2
O=P(O)(c1ccccc1)c1ccccc1O
→ u	x
Cc1cccc(C(=O)OCC(=O)c2ccc3c(c2)OCO3)c1O
→ u	x
O=C(NN1C(=O)c2ccccc2NC1c1cccnc1)c1ccccc1 (configuration not stated)
→ -13%	12
N#Cc1ccccc1NC(=S)NC(=O)c1cccnc1
→ u	x
CCOC(=O)C1=C(C)NC(SC(C)=O)=NC1c1ccc(OC(C)=O)c(OC)c1 (configuration not stated)
→ u	x
CN(C)C(=O)Cn1c(SCC(=O)NC2CCCCC2)nc2ccccc21
→ 13%	1
O=C(Cc1ccccc1F)Nc1cc(Cl)ccc1N1CCCC1
→ u	x
O=C1c2[nH]nc(-c3ccccc3O)c2C(c2cccc(Cl)c2)N1CC1CCCO1 (configuration not stated)
→ u	x
COc1ccccc1N1CCN(Cc2cc(Br)c(O)c3ncccc23)CC1
→ u	x
CCc1nnc(NC(=O)CCC(=O)NCC2CCCO2)s1 (configuration not stated)
→ u	x
O=C(NCc1ccccc1F)c1cccs1
→ u	x
Cc1ccc(CC(=O)Nc2nncs2)cc1
→ 5%	9
O=C(CSCc1cnn(-c2ccccc2)c1-n1cccc1)NCC1CCCO1 (configuration not stated)
→ u	x
O=C(CSc1nnc(CNC(=O)c2c(F)cccc2Cl)o1)NCc1ccc2c(c1)OCO2
→ u	x
COc1ccc(C(=O)Nc2ccc(N3CCOCC3)cc2)cc1S(=O)(=O)NC1CCCC1
→ -4%	6
C=CCN1C(=O)/C(=C2/C(=O)N(CC(=O)O)c3ccccc32)S/C1=N/c1nccs1
→ 13%	5
C/C(=N\Nc1nc2ccccc2[nH]1)c1ccc(C)o1
→ u	x
Cc1ccc(S(=O)(=O)N[C@@H](Cc2ccccc2)C(=O)N2CCC(C(=O)N[C@H](C(=O)O)C(C)O)CC2)cc1 (some centres not stated)
→ u	x
COC(=O)NCC(c1cccnc1)N1CCN(c2ccccc2F)CC1 (configuration not stated)
→ -1%	-5
C=CCNC(=O)C(C(=O)OCC)C1CCCCC1 (configuration not stated)
→ 4%	16
CC1(C)CCc2cc(-c3ccnc(=S)[nH]3)ccc2O1
→ u	x
COC1CCCN(Cc2c(C(=O)N3CCc4ccccc4C3)nc3ccc(Cl)cn23)C1 (configuration not stated)
→ i	-6
COc1nc(OC)nc(N2CCC(C(=O)NCc3ccc(F)cc3)CC2)n1
→ -10%	0
CC1CCC(=NNC(=O)c2ccccc2-n2cccc2)CC1 (configuration not stated)
→ -10%	-1
CCc1ccc(NC(=O)CSc2nc3cc(C(=O)OC)ccc3c(=O)n2Cc2ccco2)cc1
→ u	x
CCn1c(SCC(=O)NCc2ccco2)nnc1-c1ccc(N)cc1
→ u	x
O=C(O)COn1c(-c2ccccc2)nc2ccc([N+](=O)[O-])cc21
→ u	x
CCN1C(=O)/C(=C/C=C2/Sc3ccccc3N2CCO)SC1=S
→ u	x
COc1ccc(N(CC(=O)NCc2ccc(F)cc2)C(=O)c2snc(C(N)=O)c2N)cc1
→ u	x
COCCn1c(C)cc(C(=O)CSc2nnc(C)s2)c1C
→ 18%	-15
COC(=O)c1c(C(=O)OC)c(-c2ccc(OC)cc2)n2c1CCC2
→ u	x
Cc1noc(C)c1COc1ccccc1C(=O)NCCc1ccc(S(N)(=O)=O)cc1
→ 3%	8
Cc1cc(C=O)c(C)n1-c1cc(C(=O)O)cc(C(=O)O)c1
→ u	x
O=C(COC(=O)Cc1ccc(Cl)cc1)Nc1c(F)cccc1F
→ u	x
O=S(=O)(NC1=NCCC1)c1cccc(NC(=S)NCCc2ccccc2)c1
→ 6%	3
Cc1ccc(S(=O)(=O)N2[C@@H](c3ccc(Cl)cc3)C(C(=O)O)=CC[C@H]2c2cccc(C)c2)cc1
→ u	x
CCN(CC(=O)Nc1ccccc1C(F)(F)F)C(=O)Cn1c(=O)cnc2ccccc21
→ u	x
N#Cc1ccc(C(=O)NCC(c2ccco2)N2CCCCC2)cc1 (configuration not stated)
→ u	x
C/C(O)=C(/C=Nc1ccccc1)C(=O)Nc1ccccc1
→ u	x
Cc1ccc(N2C(=O)c3ccccc3NC2c2ccccc2O)cc1 (configuration not stated)
→ -19%	-2
O=c1[nH]cnc2c1C1(CCCC1)Cc1ccccc1-2
→ u	x
CCOc1ccccc1N1CCN(CC(=O)NC(=O)NCc2ccco2)CC1
→ u	x
CC(C)c1cc(C(=O)N2CCCC(Nc3ccc(F)cc3)C2)n[nH]1 (configuration not stated)
→ 15%	23
O=C(Nc1ccccn1)[C@@H]1CCC(=O)N1C(=O)OCc1ccccc1
→ u	x
CCOC(=O)N1CCN(c2c(NCc3cccs3)c(=O)c2=O)CC1
→ 4%	2
CS(=O)(=O)Nc1ccccc1C(=O)Nc1ccc2c(c1)OCCO2
→ i	6
Cc1cc2n(n1)SC(Nc1ccc(F)c(Cl)c1)N2 (configuration not stated)
→ -16%	-17
O=C(Nc1ccc(OCc2ccccc2)cc1)c1cccnc1
→ u	x
CC(C)N(C(=O)CSc1nnc(Cc2ccc3c(c2)OCO3)n1C)C(C)C
→ 3%	10
O=C(c1cc2nc(-c3ccc(F)cc3)cc(C(F)(F)F)n2n1)N1CCCCC1c1cccnc1 (configuration not stated)
→ u	x
CCOC(=O)C1CCN(C(=O)c2cc3cc4ccc(C)cc4nc3o2)CC1
→ u	x
CC(C)(C)C(=O)NC1CC2CCCC(C1)N2C(=O)Nc1ccccc1F (configuration not stated)
→ u	x
O=C(CCc1ccccc1)N1CCN(c2ccc([N+](=O)[O-])cc2)CC1
→ u	x
O=C(NCc1nnc(SCC(=O)N2CCCc3ccccc32)o1)c1ccccc1F
→ -3%	-4
Cc1ccc2[nH]c(=O)c3cc(C(=O)N(C)C4CCCCC4)sc3c2c1
→ i	x
COc1ccccc1NS(=O)(=O)c1cccc(-n2c(O)c(C=Nc3ccccc3C(=O)O)c3ccccc3c2=O)c1
→ -4%	-2
Cc1ccc(NC(=O)c2cccnc2C(=O)O)nc1
→ u	x
COc1ccccc1CC(=O)Nc1ccc(F)cc1F
→ i	x
COC(=O)c1cc(NC(=O)Cn2c(=O)cnc3ccccc32)cc(C(=O)OC)c1
→ u	x
CCCNC(=O)CN(C)C(=O)c1n[nH]c2ccccc12
→ u	x

# Screens as filed in PubChem.
